Screening data (PubChem)
SRC3 TRFRET art: TR-FRET detection interference compounds, artefact control for PPARgamma SRC-3 recruitment agonists, biochemical, TR-FRET ratio. TR-FRET artefact counter-screen, PPARgamma/SRC-3 format; active compounds read high. TR-FRET ratio at 8 µM. 0.39% of 99,000 active. AID 1048, 2008; in the data active means TR-FRET ratio above about 2000; further: inactives centre near 1600
SRC1 TRFRET art: TR-FRET detection interference compounds, primary screen, artefact control for PPARgamma SRC-1 recruitment agonists, biochemical, TR-FRET emission ratio. TR-FRET detection artefact counter-screen; active compounds read high. TR-FRET ratio at 8 µM. 0.34% of 99,000 active. AID 1051, 2008; in the data active means TR-FRET ratio above about 2300; further: inactives centre near 1800
* marks the source's active call; other numbers are inactive results. Some of the compounds tested (hit frequency here may not be typical).

Under each structure: SRC3 TRFRET art	SRC1 TRFRET art
(1) CCC(C)NC(=O)c1ccc(N2CCC3(CC2)OCCO3)c([N+](=O)[O-])c1 (centres undefined)
  1718	1753
(2) O=[N+]([O-])c1cccc(S(=O)(=O)c2ccc(N3CCCCC3)c([N+](=O)[O-])c2)c1
  1693	1552
(3) CC1CN(C(=O)COC(=O)c2ccc(Cl)nc2)CC(C)O1 (centres undefined)
  1529	1745
(4) CC(OC(=O)C1CC1)C(=O)Nc1ccc([N+](=O)[O-])cc1Cl (centres undefined)
  1537	1849
(5) Cn1c(N)c(C(=O)COC(=O)c2cc(C3CC3)nc3ccccc23)c(=O)n(Cc2ccccc2)c1=O
  1630	1644
(6) CCOc1ccc(N2C(=O)C3C(C2=O)C3(c2ccccc2)c2ccccc2)cc1 (centres undefined)
  1506	1701
(7) COc1cc(C(=O)Nc2cccc(-c3nnc(-c4ccco4)o3)c2)ccc1OC(C)=O
  1485	1928
(8) COc1ccc(/C=C/C(=O)Nc2cccc(N3CCOCC3)c2)cc1OC
  1666	1748
(9) COc1ccc2c(c1)-c1nc(/N=C/c3cccc(OC)c3O)sc1CC2
  1643	1787
(10) CN1C/C(=C/c2ccsc2)C(=O)/C(=C/c2ccsc2)C1
  1855	2014
(11) O=C(CSc1nc(-c2ccc(F)cc2)cs1)N1CCN(C(=O)c2ccco2)CC1
  1686	1846
(12) C/C(=N\NC(=O)C(O)(c1ccccc1)c1ccccc1)c1ccc(C)o1
  1586	1664
(13) Cc1ccc(S(=O)(=O)N2CCN(C(=O)C3CCN(C(=O)c4ccccc4C)CC3)CC2)cc1C
  1587	1792
(14) Cc1cc(Br)ccc1OCC(=O)NNC(=O)c1cnccn1
  1449	1599
(15) COC(=O)c1ccc2nc(NC(=O)C3CCCCC3)sc2c1
  1630	2083
(16) Cc1ccc(C)c(C(C)NC(=O)c2ccccc2Br)c1 (centres undefined)
  1501	1910
(17) CCN(/C=N/S(=O)(=O)c1ccc(Cl)cc1)CC
  1612	1817
(18) CC1CN(Cc2ccccc2)c2ccccc2NC1=S (centres undefined)
  1705	1673
(19) O=c1c(=Nc2ccccc2O)c(=O)c2ccccc12
  1432	2006
(20) Cc1cc(Nc2ccc(F)cc2C)n2ncnc2n1
  1716	1940
(21) CN1CCC(=NNC(=O)C(=O)Nc2cccc(Br)c2)CC1
  1555	1648
(22) CCOc1ccc2c(c1)[N+](C)(C)C(C)(C)C=C2C
  1529	1234
(23) Cc1cc2ncn(CCC(=O)NC(C)(C)C)c2cc1C
  1531	1776
(24) CC1CCC(NC(=O)c2ccc(S(C)(=O)=O)cc2)CC1 (centres undefined)
  1481	1521
(25) CCCCC(=O)O[C@]1(C(=O)CO)CC[C@H]2[C@@H]3CCC4=CC(=O)CC[C@]4(C)[C@H]3[C@@H](O)C[C@@]21C
  1622	1922
(26) CCOc1cc(C)c(Cl)cc1S(=O)(=O)NC1CC(C)(C)NC(C)(C)C1
  1419	1599
(27) CCC(C)Sc1nc2c(c(=O)n1C)SC(C)C2 (centres undefined)
  1770	1798
(28) O=C(NCc1ccccn1)c1cc(-c2ccc(Br)cc2)nc2ccccc12
  1654	1701
(29) CN(C(=O)CC1C(=O)NCCN1Cc1ccc(F)c(F)c1)C1CCOCC1 (centres undefined)
  1551	1549
(30) CCNC(=S)N1CCCC(c2nc3ccc(C)cc3[nH]2)C1 (centres undefined)
  1634	1688
(31) CN=C(c1ccc(C)cc1)n1c(=S)nc(-c2ccc(C)cc2)n(C)c1=S
  1315	1836
(32) O=C(O)c1cccc(-n2cccc2/C=C2\SC(=O)N(Cc3ccccc3F)C2=O)c1
  1351	1758
(33) S=C(NCc1ccc2c(c1)OCO2)NCc1ccco1
  1514	1826
(34) N/C(Cn1cncn1)=N\NC(=O)C(=O)Nc1cccc(C(F)(F)F)c1
  1662	1910
(35) CCc1ccccc1NC(=O)CSc1n[nH]c(C)c1[N+](=O)[O-]
  1410	1755
(36) Cc1ccccc1-n1c(-c2csc3ccccc23)n[nH]c1=S
  1611	1652
(37) COc1ccc(N2CCC(CNC(=S)Nc3cccc(C)c3)C2)cc1 (centres undefined)
  1540	1820
(38) C=CCc1cccc(C=Nc2cccn3cc(-c4ccccc4)nc23)c1O
  1708	1815
(39) O=C(CC(c1ccc(F)cc1)c1ccco1)N1CCCC1 (centres undefined)
  1378	1533
(40) CN(C)c1ccc(C(=O)NC2(N3CCC3=O)CCCC2)cc1
  1516	1721
(41) N#Cc1cccc(OCC(=O)NC(=O)NCc2ccccc2)c1
  1699	1729
(42) O=C(NC1CCCCC1)C(c1ccc(F)cc1)N(CCc1ccccc1)C(=O)CN1C(=O)c2ccccc2S1(=O)=O (centres undefined)
  1512	1396
(43) CC(=O)c1ccc(C(=O)N(CCN(C)C)c2nc3c(Cl)cccc3s2)cc1
  1610	2054
(44) NS(=O)(=O)c1cccc(NC(=O)COC(=O)C2CCCCC2)c1
  1312	1693
(45) Cc1ccc(NC2=C(Cl)C(=O)OC2OC(C)C)c(C)c1 (centres undefined)
  1677	1850
(46) Cc1ccc(C(=O)NC(=S)Nc2ccc3[nH]c(=O)[nH]c3c2)c(C)c1
  1290	1650
(47) CCC(=O)NC(NC(=S)Nc1cccc2cccnc12)C(Cl)(Cl)Cl (centres undefined)
  1403	1558
(48) OCC1(Cc2ccccc2)CCN(Cc2cc3ccccc3o2)CC1
  1624	1690
(49) Cc1ccc(C)c(C2C(C#N)=C(N)Oc3cc(C)oc(=O)c32)c1 (centres undefined)
  1629	1872
(50) O=C1Nc2ccc(Br)cc2C12NNc1ccccc1O2 (centres undefined)
  1644	1570
(51) O=C(CCCCCNc1nc(=S)[nH]c2ccccc12)NCCC1=CCCCC1
  1785	1934
(52) CC(C)[N+](C)(CCOC(=O)C1c2ccccc2Oc2ccccc21)C(C)C
  1678	1782
(53) O=C(C1=C[C@H](c2csc3ccccc23)C[C@H](OCCCCO)O1)N1CCOCC1
  1698	1610
(54) CCC(=O)N(CCN1CCOCC1)Cc1cc2cc3c(cc2nc1Cl)OCO3
  1663	2157
(55) CN(C)c1cc[n+](CCC(=O)Nc2cccc([N+](=O)[O-])c2N)cc1
  1457	1816
(56) CCCCNC(=S)N(C)/N=C/c1ccc(OCC(=O)Nc2c(C)cc(C)cc2C)c(OC)c1
  1376	2039
(57) Cc1cc(-c2n[nH]c(=S)n2/N=C/c2ccccc2[N+](=O)[O-])n[nH]1
  1652	1695
(58) COc1ccccc1-n1c(=S)[nH]c2c(sc(=S)n2-c2ccc(C)cc2C)c1=O
  1926	1989
(59) Cc1ccc(NC(=O)c2ccc(NCCCN3CCC(C)CC3)c([N+](=O)[O-])c2)cc1F
  1692	1583
(60) CC(C)c1ccc(CNC(=O)C(=O)NCC2CCCO2)cc1 (centres undefined)
  1555	1795

6 records drawn at random from the list so far, as already listed:
Under each structure: SRC3 TRFRET art	SRC1 TRFRET art
(23) Cc1cc2ncn(CCC(=O)NC(C)(C)C)c2cc1C
  1531	1776
(16) Cc1ccc(C)c(C(C)NC(=O)c2ccccc2Br)c1 (centres undefined)
  1501	1910
(26) CCOc1cc(C)c(Cl)cc1S(=O)(=O)NC1CC(C)(C)NC(C)(C)C1
  1419	1599
(37) COc1ccc(N2CCC(CNC(=S)Nc3cccc(C)c3)C2)cc1 (centres undefined)
  1540	1820
(38) C=CCc1cccc(C=Nc2cccn3cc(-c4ccccc4)nc23)c1O
  1708	1815
(54) CCC(=O)N(CCN1CCOCC1)Cc1cc2cc3c(cc2nc1Cl)OCO3
  1663	2157

Structures above containing a cyano group, in the order listed:
Under each structure: SRC3 TRFRET art	SRC1 TRFRET art
(41) N#Cc1cccc(OCC(=O)NC(=O)NCc2ccccc2)c1
  1699	1729
(49) Cc1ccc(C)c(C2C(C#N)=C(N)Oc3cc(C)oc(=O)c32)c1 (centres undefined)
  1629	1872

Entries by screen from the entries so far:
Compounds 35 to 40 in SRC1 TRFRET art: 1755, 1652, 1820, 1815, 1533, 1721

Remaining list, next part.
Under each structure: SRC3 TRFRET art	SRC1 TRFRET art
(61) CCN(CC)c1nc(C)nc2c1sc(=S)n2C
  1869	1709
(62) Oc1cccc2ccc(Nc3ccccn3)nc12
  1604	1779
(63) COc1ccc(OCCNc2c([N+](=O)[O-])c(=O)oc3ccccc23)cc1
  1511	1864
(64) O=C(CCc1nnc(Cc2ccc(-c3ccccc3)cc2)o1)NCCc1ccccn1
  1707	1709
(65) Cc1ccsc1C1C(C#N)=C(N)OC2=C1C(=O)CC(C)(C)C2 (centres undefined)
  1642	1647
(66) c1cc2c3c(cccc3c1)NC1(CCCCCC1)N2
  1540	1969
(67) CC(=O)OC(COc1ccc(F)cc1)Cn1cnc2ccccc21 (centres undefined)
  1767	1948
(68) CN(Cc1cccc(-n2cccn2)c1)Cc1cn(C)nc1-c1ccccc1F
  1474	1754
(69) Cc1cc(-c2nn(-c3ccccc3F)cc2CNCCc2cnc[nH]2)c(C)s1
  1294	1779
(70) Cc1cc(C)cc(NC(=S)N=Nc2c(O)n(C)c3ccc(S(=O)(=O)N4CCOCC4)cc23)c1
  1502	1770
(71) NS(=O)(=O)c1cccc(NC(=O)c2cc3ccccc3o2)c1
  1470	1872
(72) COc1ccc(-n2c(Cc3cccn3C)nnc2SCC(=O)Nc2ccc(F)cc2F)cc1
  1485	1465
(73) Cc1ccc(C)c(OCc2nc3ccccc3[nH]2)c1
  1389	1730
(74) COc1ccccc1NS(=O)(=O)c1cc(NC(=O)CCC(=O)c2cccs2)ccc1Cl
  1742	1973
(75) Cc1nc(CN2CCN(Cc3nc(C(c4ccccc4)c4ccccc4)no3)CC2)cs1
  1383	1792
(76) CCOc1ccc(/C=N/NC(=O)CN2CCSCC2)cc1
  1479	1694
(77) O=C(N/N=C/c1cc([N+](=O)[O-])ccc1O)C1C2CCCCC21 (centres undefined)
  1554	1582
(78) CCOCCCNC(=O)C(NC(=O)c1ccccc1O)c1ccc(C)cc1 (centres undefined)
  1580	1826
(79) COc1ccc(C(=O)Nc2cc([N+](=O)[O-])ccc2N2CCCC2)cc1
  1635	1800
(80) CC(NC(=O)COC(=O)C1CCN(S(=O)(=O)c2ccccc2C(F)(F)F)CC1)c1ccccc1 (centres undefined)
  1760	1605
(81) Cc1ccccc1NC(=O)N1c2ccccc2CC1C (centres undefined)
  1527	1753
(82) CCOC(=O)C1=C(C)NC(=O)NC1c1ccco1 (centres undefined)
  1419	1952
(83) O=C(CCc1ccccc1)OCC(=O)c1ccc(Br)cc1
  1662	1653
(84) Cc1cc(Nc2ccc3c(c2)OCCO3)c2cc(Cl)ccc2n1
  1442	1738
(85) CCOCCCNC(=O)CN(c1cc([N+](=O)[O-])ccc1OC)S(C)(=O)=O
  1450	1805
(86) O=C(CSc1ccc(-c2ccco2)nn1)NCc1ccccc1Cl
  1557	2338*
(87) O=C(CSCc1ccccc1)Nc1cccc(F)c1
  1790	1771
(88) COc1ccc(-c2[nH]ncc2CNC(C)CCn2cccn2)c(F)c1 (centres undefined)
  1378	1674
(89) O=C(c1ccc2c(c1)OCO2)C1CCCN(Cc2ccc3nsnc3c2)C1 (centres undefined)
  1584	1890
(90) Cc1cc(C)cc(NC(=O)C(=O)NCC2CCCO2)c1 (centres undefined)
  1494	1918
(91) Cc1c(NC(=O)c2ccc(C(C)(C)C)cc2)cccc1[N+](=O)[O-]
  1263	1578
(92) Cc1cc2nc(-c3ccc(NC(=O)c4cccnc4)cc3)oc2cc1C
  1522	2069
(93) CC(=O)Nc1cccc([N+](=O)[O-])c1
  1607	1722
(94) CCOc1ccc(CCNC(=O)c2cc3c(C)nccc3[nH]c2=O)cc1OCC
  1462	1813
(95) O=C1NC2(CCN(Cc3ccccc3)CC2)Oc2ccccc21
  1690	1760
(96) CCOC(=O)c1ccc(NC(=O)C(=O)NCc2ccco2)cc1
  1522	1639
(97) C/C(N)=C(/C#N)C(=O)COC(=O)c1cc(-c2cccc3ccccc23)nc2ccccc12
  1642	2028
(98) O=C(NCc1ccccc1Cl)c1ccc[nH]1
  1560	1890
(99) COC(=O)c1c(NC(=O)c2ccccc2)sc2c1CC(C)(C)NC2(C)C
  1456	1856
(100) CCc1nn(CC(=O)Nc2ccc(Br)c(C)c2)c(=N)s1
  1455	1929
(101) COc1ccc(C2=NN(C(N)=S)C(c3ccccc3)C2)cc1 (centres undefined)
  3054*	3172*
(102) CCCCCc1ccc(-c2nnc(N)s2)cc1
  1593	1755
(103) O=C(COc1ccccc1/C=C1\SC(=O)NC1=O)Nc1ccc(F)cc1
  1735	1977
(104) Fc1ccccc1N1CCN(Cc2cccnc2)CC1
  1591	1657
(105) Cc1cc(N/N=C/c2ccc(O)cc2)nc(NS(=O)(=O)c2ccccc2)n1
  1604	1841
(106) CC(C)C(O)(C#CCN1CCCCCC1)c1ccccc1 (centres undefined)
  1445	1804
(107) Cc1ccccc1C(=O)c1cccn1CC(=O)NC(C)c1ccc2c(c1)OCCO2 (centres undefined)
  1624	1810
(108) O=C1CCCC2=C1C(c1ccncc1)n1c(nc3ccccc31)N2 (centres undefined)
  1580	1843
(109) C=CCn1c(=NC(=O)c2ccco2)sc2cc(C(=O)OC)ccc21
  1709	1689
(110) Clc1ccc(C[n+]2cc(-c3ccccc3)n3c2CCC3)cc1Cl
  1409	1598
